Source: PubChem
RGS4 act = RGS4 potentiation or activation; HEK293 M3R/inducible RGS4, carbachol calcium flux Fluo4; hits give low values; B-score at 10 µM; actives 0.92% (n = 310,000); AID 463111;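 active means B-score of the integrated calcium signal more than 4 SD below the library mean, with starting fluorescence not abnormally high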;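 further: negative B-score means reduced calcium response which marks RGS4 activation or potentiation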
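System – HEK293 FlpIn-TREx cells, stable M3R, doxycycline-inducible RGS4 · Reagent – ECmax carbachol challenge · Times – compound preincubation 20 min at room temperature before agonist · Technique – Fluo4 fluorescence kinetic imaging of calcium · Measure – B score of integrated Fluo4 ratio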
MrgX1 allo act = human MrgX1 positive allosteric modulation, primary screen | Q96LB2 | MrgX1-HEK293, Fluo-4 calcium flux, FDSS; hits give high values | B-score at 10 µM | actives 0.63% (n = 310,000);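 active means plate-corrected calcium response at least 3 library SD above typical, normal starting fluorescence, not activating the receptor alone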;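 further: compound read alongside a low EC10 to EC30 dose of BAM8-22 agonist; peak minus trough fluorescence over baseline measured at the second addition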
KCNQ1 inh = blocks the human KCNQ1 potassium channel; P51787; CHO-K1 KCNQ1, FluxOR thallium flux fluorescence; hits give high values; B-score at 10 µM; actives 1.3% (n = 310,000); AID 2642;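 active means compounds whose thallium flux B-score, printed positive for inhibition, exceeds three library SD while starting fluorescence stays within three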;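 further: channel opened by potassium depolarization with thallium stimulus after 20 min compound exposure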
TMEM16A inh = mouse TMEM16A channel inhibition, primary screen | HEK293 TMEM16A/YFP iodide influx fluorescence, ionomycin | actives 1.2% (n = 310,000) | normalized B-score (activity score, 25-100; higher = stronger inhibition) at 10 µM;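 active means ratio plate-corrected score three or more library SD toward inhibition, starting fluorescence score within five deviations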;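 further: score derived from kinetic fluorescence span divided by baseline fluorescence per well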
KCNK9 inh = inhibitors of human KCNK9 two-pore domain potassium channel | B-score at 10 µM | AID 488922 | Q9NPC2 | actives 1.2% (n = 310,000) | HEK293 KCNK9, FluxOR thallium flux fluorescence; hits give low values;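 active means ratio B-score over 3 SD below the library mean, with starting fluorescence within 5 SD of its mean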;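 further: negative B-score means less thallium flux so channel inhibition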
RGS4 inh = inhibitors of human RGS4. HEK293 M3R/RGS4 inducible, Fluo-4 calcium flux; hits give high values; triggered by carbachol at its EC20. P49798. actives 0.45% (n = 310,000). AID 463165. B-score at 10 µM;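 active means B-score, a plate-corrected calcium signal, over three deviations above library mean, with baseline fluorescence within five deviations of library mean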;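 further: RGS4 expression induced by doxycycline in cells with stable M3 receptor; B-score is computed from the integrated fluorescence ratio over baseline after carbachol; higher B-score means a larger calcium signal and so more RGS4 inhibition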
KCNK3 block = human KCNK3 channel inhibition, primary screen; O14649; CHO-KCNK3 thallium flux, FluxOR fluorescence; hits give low values; B-score at 10 µM; actives 0.84% (n = 340,000); AID 602410;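 active means B-score under library mean minus 4 SD, starting fluorescence ratio at most library mean plus 5 SD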;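 further: more negative B-score means stronger inhibition of thallium flux through KCNK3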
hERG protect = hERG (human) protection from proarrhythmic block; actives 0.51% (n = 310,000); CHO-hERG, FluxOR thallium flux, dofetilide IC70 present; activation (rescue from dofetilide block), less the hit threshold, % at 10 µM; Q12809;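 active means activation above the mean of controls blocked by dofetilide plus 5 SD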;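 further: thallium influx through hERG after potassium depolarization seen as dye fluorescence rise; in these data hits start at about 4.7%; inactives centre near -7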
Target sequence (Q12809 whole entry, looked up): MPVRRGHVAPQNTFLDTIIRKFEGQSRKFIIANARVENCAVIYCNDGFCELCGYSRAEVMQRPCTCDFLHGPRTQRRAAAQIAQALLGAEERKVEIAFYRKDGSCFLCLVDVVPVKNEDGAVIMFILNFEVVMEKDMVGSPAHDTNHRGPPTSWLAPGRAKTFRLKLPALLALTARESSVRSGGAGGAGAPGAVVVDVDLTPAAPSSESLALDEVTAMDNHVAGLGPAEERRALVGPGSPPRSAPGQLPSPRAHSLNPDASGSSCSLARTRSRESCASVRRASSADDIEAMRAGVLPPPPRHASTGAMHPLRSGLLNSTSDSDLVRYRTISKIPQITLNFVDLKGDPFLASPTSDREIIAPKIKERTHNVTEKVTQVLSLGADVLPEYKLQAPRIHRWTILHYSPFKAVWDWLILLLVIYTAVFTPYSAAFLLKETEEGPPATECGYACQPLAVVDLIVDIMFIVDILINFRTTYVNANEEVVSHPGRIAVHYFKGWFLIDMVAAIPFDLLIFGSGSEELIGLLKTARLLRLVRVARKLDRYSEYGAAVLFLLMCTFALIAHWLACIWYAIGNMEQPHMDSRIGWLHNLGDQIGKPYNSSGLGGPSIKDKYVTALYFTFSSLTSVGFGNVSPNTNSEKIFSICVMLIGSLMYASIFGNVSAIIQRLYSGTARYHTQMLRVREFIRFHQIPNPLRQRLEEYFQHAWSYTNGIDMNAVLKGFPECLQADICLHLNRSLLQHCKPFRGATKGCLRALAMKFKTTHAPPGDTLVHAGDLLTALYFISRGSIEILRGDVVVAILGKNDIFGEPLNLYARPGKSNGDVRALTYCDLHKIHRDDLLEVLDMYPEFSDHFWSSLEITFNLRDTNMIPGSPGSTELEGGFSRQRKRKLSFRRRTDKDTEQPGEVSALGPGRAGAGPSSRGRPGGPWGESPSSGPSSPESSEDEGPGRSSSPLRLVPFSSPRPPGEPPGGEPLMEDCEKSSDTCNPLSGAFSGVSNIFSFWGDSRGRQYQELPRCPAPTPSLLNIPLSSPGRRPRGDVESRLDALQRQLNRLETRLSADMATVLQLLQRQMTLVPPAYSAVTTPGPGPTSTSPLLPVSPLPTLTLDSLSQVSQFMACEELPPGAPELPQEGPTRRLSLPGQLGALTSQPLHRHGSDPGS
KCNQ1 pot = potentiators or activators of human KCNQ1 potassium channel; P51787; CHO-K1 KCNQ1, thallium flux FluxOR fluorescence; hits give high values; B-score at 10 µM; actives 0.35% (n = 310,000); AID 2648;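 active means fluorescence ratio B-score, a plate-corrected score, at least three library SD, with initial intensity B-score within 5 SD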
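assay system = KCNQ1-transfected CHO-K1 cells | medium = assay buffer with matched DMSO | probe or stimulus = depolarizing K+/Tl+ stimulus, K2SO4 and Tl2SO4 each 12.5 mM in 5x stock | dosing = single dose | incubation = dye 90 min, compound 20 min, room temperature | detection = kinetic FluxOR fluorescence, 10 s baseline plus 110 s post-stimulus | evaluation = ratio B score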
ANO1 activ = mouse TMEM16A channel activation, primary screen; B-score at 10 µM; HEK293 TMEM16A/YFP-H148Q/I152L, iodide quench fluorescence; hits give low values; actives 0.3% (n = 340,000); Q8BHY3;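 active means fluorescence-ratio B-score plate-corrected deviation score at least 3 library SD below zero, with starting fluorescence score within 5 deviations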;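 further: channel opened by trigger with iodide after compound preincubation; score built on the fluorescence ratio of max minus min over baseline; more negative score means more quench and so TMEM16A activation or potentiation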
MrgX1 agonist = agonists of human MrgX1 receptor | B-score at 10 µM | actives 0.44% (n = 310,000) | AID 588627 | Q96LB2 | MrgX1-HEK293 cells, Fluo-4 calcium fluorescence, agonist mode; hits give high values;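 active means calcium response B-score plate-corrected fluorescence ratio at least 3 library SD, with starting fluorescence B-score inside 5 SD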
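System: HEK293 cells stably expressing human MrgX1 receptor; Dosing: test compound in the initial addition of three; Schedule: overnight plating, then 30 min 37 °C plus 30 min room-temperature dye loading; Detection: kinetic calcium dye fluorescence, Fluo-4 NW; Controls: per-plate positive and negative controls for Z′ factor.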
Numbers without * were called inactive; i = inactive; nt = no result given.

Molecule	MrgX1 agonist	RGS4 inh	hERG protect	KCNK3 block	ANO1 activ	RGS4 act	TMEM16A inh	KCNQ1 inh	KCNQ1 pot	MrgX1 allo act	KCNK9 inh
CCc1ccc(OCc2ccc(C(=O)O)o2)cc1	i	i	5.2*	i	i	i	i	i	i	i	i
CCc1nnc(NC(=O)c2cccs2)s1	i	i	-8	i	i	i	i	i	i	i	i
COc1cc2c(cc1OC)-c1cc3ccc(OC)c(OC)c3c[n+]1CC2	i	nt	nt	i	i	nt	i	nt	nt	i	nt
CC(C)CN(C(=O)COC(=O)Cc1n[nH]c(=O)c2ccccc12)C1CCS(=O)(=O)C1 (centres undefined)	i	i	-8	i	i	i	i	i	i	i	i
CCOC(=O)c1c(C)[nH]c(C)c1C(=O)CSc1nnnn1-c1ccccc1	i	i	-7	i	i	i	i	i	i	i	i
CCOC1=C/C(=C/c2c(N)n3nc(-c4ccccc4)sc3nc2=O)C=CC1=O	nt	i	-15	i	i	-12*	nt	10*	i	nt	i
CNc1nc(-c2ccc3c(c2)CCN3C(=O)c2ccccc2C)cs1	i	i	-8	i	i	i	i	i	i	i	i
Cc1ccc2nc(SCC(=O)Nc3cc([N+](=O)[O-])ccc3F)[nH]c2c1	i	i	-10	i	i	i	i	i	i	i	i
CCOC(=O)C1CCCN(S(=O)(=O)c2ccc(Cl)nc2)C1 (centres undefined)	i	i	-11	i	i	i	i	i	i	i	i
CCOC(=O)c1c(/N=C/C2=C(O)CCCC2=O)sc(C)c1C	i	i	-1	i	i	i	i	i	i	i	i
CC(Oc1ccc(Cl)cc1Cl)C(=O)OCn1nnc2ccccc2c1=O (centres undefined)	i	i	-7	i	i	i	i	i	i	i	i
O=C(/C(C=Nc1cc2c(oc1=O)CCCC2=O)=C(\O)c1ccccc1)c1ccccc1	i	i	-2	i	i	i	i	i	i	i	i
COc1ccc(NC(=O)C2CCC(CNS(=O)(=O)c3cccs3)CC2)cc1 (centres undefined)	i	i	-4	i	i	i	i	i	i	i	i
CCCCOC(=O)c1ccc(NC(=O)C(=O)NCc2ccccn2)cc1	i	i	-6	i	i	i	i	i	i	i	i
CCN(CCO)Cc1csc2cc(C)ccc12	i	i	-6	i	i	i	i	i	i	i	i
CCC1Oc2ccccc2C(=O)N(CC(=O)c2ccc3c(c2)OCCO3)C1=O (centres undefined)	i	i	-6	i	i	-8.1*	i	i	i	i	i
O=C(COC(=O)c1ccc(O)cc1)Nc1ccccc1-c1ccccc1	i	i	-10	i	i	i	i	i	i	i	i
CCCCC(=O)NC1=C(C(=O)OC)SCC1	i	i	-8	i	i	i	i	i	i	i	i
Cc1ccc(-c2cc(Cc3ccccc3)c(=O)[nH]n2)cc1	i	i	-12	i	i	i	i	i	i	i	i
COc1cccc(OCc2cc(/C=N/Nc3ccc(C(=O)O)cc3)ccc2OC)c1	i	i	-13	i	i	i	i	i	i	i	i
CCC(C)(C)NC(=O)CN(C(=O)c1csnn1)c1cccc2c1CCCC2	i	i	-3	i	i	i	i	i	i	i	i
O=C(Nc1cc(C(F)(F)F)ccc1-n1cncn1)c1ccc(-c2ccccc2)cc1	i	i	-14	i	i	i	i	i	i	i	i
O=C1c2ccc3c4c(ccc(c24)C(=O)N1NC(=O)C(F)(F)F)CC3	i	i	3	i	i	i	i	i	i	i	i
COc1cc(/C=C/C(=O)OCC(=O)NC2CC2)cc(S(=O)(=O)N2CCc3ccccc32)c1OC	i	i	1	i	i	i	i	i	i	i	i
O=C(NCCCn1ccnc1)Nc1cccc(Cl)c1	i	i	-12	i	i	i	i	i	i	i	i
COc1ccc(/C=C2\Oc3cc(OCC(=O)N4CC(O)C[C@H]4C(=O)O)ccc3C2=O)cc1OC (some centres undefined)	i	i	-3	i	i	i	i	i	i	i	i
CSc1ncccc1C(=O)Nc1nnc(C2CC2)s1	i	i	-8	i	i	i	i	i	i	i	i
CCCC(=O)Nc1cc(C)c(NC(=O)c2ccncc2)cn1	i	i	-5	i	nt	i	i	i	i	i	i
CCC(=O)NC(Nc1sc2c(c1C(=O)OC)CCC2)C(Cl)(Cl)Cl (centres undefined)	i	i	-6	i	i	i	i	i	i	i	i
Cc1ccc(C(=O)Nc2cccc3[nH]c(C(F)(F)F)nc23)cc1	i	i	-3	i	i	i	i	i	i	i	i
CC(C)Cc1cc(C(=O)Nc2cccnc2)no1	i	i	0	i	i	i	i	i	i	i	i
O=C(COC(=O)c1sc2ccccc2c1Cl)NC1CCCCC1	i	i	-7	i	i	i	i	i	i	i	i
Cc1cc(=O)oc2cc(OCC(=O)N3CC[C@@]4(O)CCCC[C@H]4C3)c(Cl)cc12	i	i	-4	i	i	i	i	i	i	i	i
Clc1ccc(N2CCN(/N=C/c3ccncc3)CC2)cc1	i	i	-2	i	i	i	i	i	i	i	i
COc1ccc(OC)c(S(=O)(=O)NCCCn2ccnc2)c1	i	i	-5	i	i	i	i	i	i	i	i
CCc1cccc(NC(=S)N(CCN(C)C)C2CCN(C(C)C)CC2)c1	i	i	-5	i	i	i	i	i	i	i	i
O=C(CSc1nc(=O)n(CCN2CCOCC2)c2c1CCCC2)Nc1ccc(F)cc1F	i	i	-10	i	i	i	i	i	i	i	i
COc1cc(/C=N/Nc2ccc(S(N)(=O)=O)cc2)cc(OC)c1OC	i	i	-4	i	i	i	i	i	i	i	i
COC(=O)c1sccc1NC(=O)c1ccccc1[N+](=O)[O-]	i	i	-4	i	i	i	i	i	i	i	i
CC(C(=O)N1CCc2ccccc21)N1CCN(c2ccccn2)CC1 (centres undefined)	i	i	-10	i	i	i	i	i	i	i	i
CCOC(=O)Cc1cc(=O)n2[nH]c(C)c(-c3ccccc3OC)c2n1	i	i	-14	i	i	i	i	i	i	i	i
CN1C(=O)C(=O)/C(=C(/O)c2ccc(Br)cc2)C1c1ccccc1F (centres undefined)	i	i	-5	i	i	i	i	i	i	i	i
O=C(O)C(F)=C1c2ccccc2-c2ccccc21	i	i	0	i	i	i	i	i	i	i	i
COC(=O)[C@]1(C)N[C@H](c2ccc(-c3ccccc3)cc2)[C@@H]2C(=O)N(C)C(=O)[C@@H]21	i	i	-6	i	i	i	i	i	i	i	i
CCOC(=O)Cc1csc(NC(=O)COc2ccc(C)cc2)n1	i	i	-10	i	i	i	i	i	i	i	i
CCCCCCCCSc1n[nH]c(N)n1	i	i	-13	i	i	i	i	i	i	i	i
Cc1ccc(-c2ocnc2C(=O)N2CCN(C(=O)c3cccs3)CC2)cc1	i	i	-6	i	i	i	i	i	i	i	i
COc1ccc(O)c(/C=N/NC(=S)NCCc2ccccc2)c1	i	i	-16	i	i	i	i	i	i	i	i
COc1ccc(NC(=O)CN2CCc3ccccc3C2)c([N+](=O)[O-])c1	i	i	-4	i	i	i	i	i	i	i	i
CC1CCc2nc(NC(=O)CN3CCN(c4ccc(F)cc4)CC3)sc2C1 (centres undefined)	i	i	-7	i	i	i	i	i	i	i	i
O=C1CN(C(=O)c2ccc(Br)o2)C(c2ccc(F)cc2)c2cc(Cl)ccc2N1 (centres undefined)	i	i	-7	i	i	i	i	i	i	i	i
CC(Nc1nc(-c2cccnc2)nc2ccccc12)c1ccc(F)cc1 (centres undefined)	i	i	-17	-17*	i	-7.1*	i	8*	i	i	-7.9*
CCOC(=O)N/N=C(\C)c1cccs1	i	i	-10	i	i	i	i	i	i	i	i
CCN(CC)CCNC(=O)CS(=O)Cc1nc(-c2ccc(C)cc2)oc1C (centres undefined)	i	i	-10	i	i	i	i	i	i	i	i
Cc1cccc(C(=O)Nc2cccc(C(=O)N3CCOCC3)c2)c1	i	i	-4	i	i	i	i	i	i	i	i
CCNCC(=O)N1c2ccccc2CCc2ccc(NC(=O)OCC)cc21	i	i	-11	i	i	i	i	i	i	i	-11*
CCCCn1c(N)c(N(CCC(C)C)C(=O)C(C)N2C(=O)c3ccccc3C2=O)c(=O)[nH]c1=O (centres undefined)	i	i	-15	i	i	i	i	i	i	i	i
O=C(NN=C1CCC(=NNC(=O)c2cccnc2)CC1)c1cccnc1	i	i	-12	i	i	i	i	i	i	i	i
C=CCOC(=O)C1=C(C)Nc2nnnn2C1c1cc(OC)ccc1OC (centres undefined)	i	i	-6	i	i	i	i	i	i	i	i
Cc1ccc(S(=O)(=O)NNC(=S)NC(C)(C)C)cc1	i	i	-1	i	i	i	i	i	i	i	i

Later entries:
Molecule	MrgX1 agonist	RGS4 inh	hERG protect	KCNK3 block	ANO1 activ	RGS4 act	TMEM16A inh	KCNQ1 inh	KCNQ1 pot	MrgX1 allo act	KCNK9 inh
Cc1nnc(NC(=O)C(C)Sc2nnc(CNC(=O)c3ccccc3F)n2C)s1 (centres undefined)	i	i	-7	i	i	i	i	i	i	i	i
CN(Cc1ccccc1)Cc1ccccc1F	i	i	-5	i	i	i	i	i	i	i	i
Cc1ccc(C(=O)N2CCC(n3nccc3NC(=O)C3CCOC3)CC2)cc1 (centres undefined)	i	i	-8	i	i	i	i	i	i	i	i
Cc1ccc(/C=C/C(=O)c2ccc([N+](=O)[O-])o2)cc1	i	9.8*	-7	nt	nt	i	i	i	i	i	i
O=C(Nc1ccc(NC(=O)C2CCCCC2)nc1)c1ccco1	i	i	-6	i	i	i	i	i	i	i	i
CC(=O)C1=C(O)CCC1=NCCc1ccccc1	i	i	-3	i	i	i	i	i	i	i	i
O=C(O)CCC(=O)c1ccc2c(c1)OCCCO2	i	i	-10	i	i	i	i	i	i	i	i
